MT1-MMP act inh: MT1-MMP (human) activation inhibition; P50281; hit rate 0.061% among 360,000; GFP/RFP ratio change, % at 20 µM; AID 651647; HT1080 RFP-PRO-GFP cells, GFP/RFP ratio fluorescence, overnight; percent of plate control window, DMSO zero;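 active means GFP/RFP ratio change of at least 30% with cell ATP level not reduced by more than half and red fluorescence within 50% of control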; further: strong numbers were not always called active
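system = RFP-PRO-GFP reporter HT1080 cells | dosing = 20 µM single dose, 1% DMSO | timing = overnight cell settling, then overnight compound exposure, 37 °C, 5% CO2 | read-out basis = GFP/RFP fluorescence ratio | controls = DMSO and RFP-L50D-GFP cell wells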
PABP1 MLLE inh: blocks PAM2 peptide binding to the PABP1 MLLE domain; hit rate 0.36% among 360,000; inhibition, % at 20 µM; AID 588489; GST-MLLE / FITC-PAM2 fluorescence polarization; P11940; in the data active means inhibition above about 35%, passing the limit was not always enough;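 further: plate controls were DMSO wells with GST-MLLE for no effect and wells lacking GST-MLLE protein for full effect; some results filed as inactive read as strong as hits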
SKN-1 inh: C. elegans SKN-1 inhibition; hit rate 0.49% among 360,000; inhibition, % at 21.8 µM; C. elegans VP596 Pgst-4::GFP/RFP ratio, acrylamide-induced, 24 h;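 active means interference check ratio from 0.5 to 1.5 plus GFP to RFP signal ratio inhibition reaching or exceeding a fixed threshold, cut at about 30% in these data, passing the limit was not always enough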; further: some compounds called inactive have numbers as strong as hits
bovine MsrA act: bovine methionine sulfoxide reductase A activation; purified bovine MsrA, absorbance read-out; activation, % at 10.6 µM; hit rate 0.3% among 360,000; AID 602163; in the data active means activation above about 7.5%;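 further: 0% = vehicle and 100% = reference activator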
Rin1 Abl inh: inhibitors of human Rin1-Abl protein interaction; P00519+Q13671; TR-FRET Rin1/Abl binding, biochemical; inhibition, % at 7.35 µM; hit rate 0.4% among 360,000; AID 588664; in the data active means inhibition above about 5%, passing the limit was not always enough
eLon inh: inhibits E. coli Lon protease; P0A9M0; purified E. coli Lon protease, fluorescence polarization; inhibition, % at 7.94 µM; hit rate 0.42% among 360,000; AID 602123; in the data active means inhibition above about 13%, passing the limit was not always enough;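 further: 0% = enzyme with probe and DMSO and 100% = no enzyme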
Target sequence (P0A9M0 whole entry, looked up): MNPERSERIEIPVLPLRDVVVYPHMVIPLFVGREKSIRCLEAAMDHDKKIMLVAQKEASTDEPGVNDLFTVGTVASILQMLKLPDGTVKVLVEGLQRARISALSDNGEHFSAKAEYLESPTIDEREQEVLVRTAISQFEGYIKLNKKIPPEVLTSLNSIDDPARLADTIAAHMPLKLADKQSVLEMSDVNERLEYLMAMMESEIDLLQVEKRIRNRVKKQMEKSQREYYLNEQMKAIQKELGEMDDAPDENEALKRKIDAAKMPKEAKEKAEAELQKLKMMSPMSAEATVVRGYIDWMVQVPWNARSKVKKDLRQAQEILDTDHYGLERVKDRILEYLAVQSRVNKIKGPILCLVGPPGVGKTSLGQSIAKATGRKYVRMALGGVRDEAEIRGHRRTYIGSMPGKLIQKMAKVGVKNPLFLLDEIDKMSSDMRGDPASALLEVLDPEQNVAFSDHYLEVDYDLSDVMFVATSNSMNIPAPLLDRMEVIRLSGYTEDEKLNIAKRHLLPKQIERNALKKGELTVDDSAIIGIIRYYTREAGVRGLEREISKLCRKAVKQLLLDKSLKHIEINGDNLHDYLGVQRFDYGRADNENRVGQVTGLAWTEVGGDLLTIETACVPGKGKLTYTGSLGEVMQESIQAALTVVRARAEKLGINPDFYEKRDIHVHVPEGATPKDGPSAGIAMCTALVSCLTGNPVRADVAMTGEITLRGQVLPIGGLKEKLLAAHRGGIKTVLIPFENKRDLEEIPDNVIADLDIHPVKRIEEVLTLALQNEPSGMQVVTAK
Neddylation inh: blocks human cullin neddylation. AID 651699. P61081+Q13564. TR-FRET cullin neddylation, biochemical. calls only at 25 µM. hit rate 0.58% among 360,000; in the data active means inhibition above about 36%
FAS-TE inh: FAS thioesterase (human) inhibition. P49327. hit rate 0.67% among 360,000. recombinant FAS-TE, OMFH fluorogenic substrate, fluorescence endpoint. inhibition, % at 15 µM;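 active means compounds whose normalised, plate-corrected inhibition of enzyme fluorescence in the single-dose primary screen is 50% or more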;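 further: 0% = DMSO with enzyme and 100% = substrate without enzyme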
CendR NRP1 mod: NRP-1/CendR interaction modulation | O14786 | FAM-RPARPAR peptide binding to NRP-1, fluorescence polarization | inhibition, % at 25 µM | hit rate 0.85% among 360,000 | AID 602438;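 active means inhibition or corrected inhibition above about 18%, plus a signal ratio from 0.5 to 1.5, limit read from the data, passing the limit was not always enough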; further: strong numbers were not always called active
An asterisk follows results filed as active; i = inactive; . = no result given; + = active, no number.

SMILES	MT1-MMP act inh	PABP1 MLLE inh	SKN-1 inh	bovine MsrA act	Rin1 Abl inh	eLon inh	Neddylation inh	FAS-TE inh	CendR NRP1 mod
COc1cc2ccccc2cc1-c1nnc(COc2ccccc2)o1	0	3	7	-1	-3	5	i	26	-11
CCC1(c2ccc(F)cc2)NC(=O)NC1=O (stereo not drawn)	4	7	4	-1	0	8	i	-8	-7
O=C1C(SC(F)(F)C(F)F)=C(C(F)(F)F)OC2C3C=CC(C3)C12 (stereo not drawn)	-4	-14	-2	-1	-1	3	i	-4	-6
CC1(C)Cc2c(sc3nc(C4CCCCC4)n(N)c(=O)c23)CO1	3	0	13	0	3	-1	i	1	-4
CCOC(=O)C1(Cc2cccc(OC)c2)CCN(CC=C(C)C)CC1	-5	0	-14	-4	-1	1	i	-4	-1
CCN=c1scc(-c2ccco2)n1/N=C/c1ccc(OC)c(O)c1	12	14	12	-4	-4	-13	i	13	-5
Cc1c(Nc2nc3ccccc3nc2N2CCN(c3ccccc3)CC2)c(=O)n(-c2ccccc2)n1C	1	11	-1	1	2	2	i	16	0
Cc1cc(Cl)ccc1NNC(N)=S	2	-116	-8	-1	0	-4	i	-2	11
CCCCn1c(N)c(N(CC(C)C)C(=O)c2cccc(S(=O)(=O)N(C)c3ccccc3)c2)c(=O)[nH]c1=O	-5	-2	7	-3	1	-4	i	4	-2
CSc1nc2c(c(=O)[nH]1)CCCC2	-5	-1	4	-2	-2	-2	i	-7	16
CCOc1cnn(Cc2ccccc2)c(=O)c1SCc1ccccc1	-1	12	-1	-10	1	11	i	7	28*
CCOC(=O)N1CCN(C(=O)CN(C2CCCCC2)S(=O)(=O)c2ccc(C)cc2)CC1	2	-1	7	-2	1	-4	i	-3	-7
COCCOc1cc(NC(=O)CS(=O)(=O)CC(=O)N(C)C)c(Cl)cc1Cl	1	3	6	-2	-1	4	i	-1	11
CCOC(=O)N1CCN(C(=O)C2CCN(C(=O)c3cc4sccc4n3CC)CC2)CC1	-1	-1	-15	-3	-2	-10	i	-7	-9
CCS(=O)(=O)N1Cc2ccccc2CC1C(=O)N(C)Cc1ccc(OC)cc1OC (stereo not drawn)	2	5	20	0	1	-17	i	6	3
CCOC(=O)c1c(C)[nH]c(C(=O)OCC(O)=C(C#N)c2nc3ccccc3[nH]2)c1C	-9	-47	14	-3	1	-48	i	-7	-55
CC(C)CCN(C(=O)Nc1ccccc1)C(C)c1cccs1 (stereo not drawn)	-2	-8	9	-2	2	3	i	19	-13
O=c1[nH]c2ccc(S(=O)(=O)NCc3ccccn3)cc2s1	1	-29	8	-2	3	-1	i	-6	1
CCCOC(=O)CCCCCCCCC(O)CN1CCCCC1 (stereo not drawn)	1	-1	-6	-1	3	-2	i	-2	1
CC1CCN(Cc2nnnn2CCCC(=O)NCCN2CCOCC2)CC1	1	-2	4	-4	1	-5	i	-5	-3
CN(c1nc(-c2ccc(Br)cc2)cs1)C1CCS(=O)(=O)C1 (stereo not drawn)	-3	-10	10	-3	-6	3	i	19	-6
COc1cc(OC)c(C(=O)CCC(=O)O)cc1OC	8	1	5	-5	-2	3	i	-10	8
Cc1cccc(S(=O)(=O)NC(=O)C2(C)CCN2C(=O)C2(c3ccc(Cl)cc3)CC2)c1 (stereo not drawn)	3	-1	9	-1	0	-21	i	-7	7
O=C(CSc1nnc(NC(=O)c2c(F)cccc2F)s1)NCc1ccccc1	0	10	-20	-4	4	7	i	-4	-2
Cc1ccc(C)c(NC(=O)CSc2nccn2Cc2ccco2)c1	-3	-39	-2	-3	-1	-5	i	-1	2
COc1ccccc1NC(=O)CSc1nnc(C2CCCCC2)n1C	4	2	-9	-7	-5	0	i	-5	20
O=C(NN=Cc1cccc2ccccc12)C1CC1	2	17	7	-2	-3	-3	i	2	9
O=C(CCNc1n[nH]c(=O)[nH]c1=O)N/N=C/c1ccc(Cl)cc1	6	2	6	-4	1	1	i	-4	-7
COc1ccccc1N(CC(=O)NC(C)(C)C)S(=O)(=O)c1cccs1	1	6	11	-3	0	-3	i	-8	4
Cc1ccc(N=C2NC(=O)/C(=C\c3ccco3)S2)cc1	1	-18	-3	-2	-2	-10	i	-3	-34
CCc1nc2cc(Cl)c(Cl)cc2[nH]1	-2	0	15	-3	1	-2	i	0	-3
Cc1nn(-c2ccccc2)c2sc(-c3nnc(SCC(=O)O)o3)cc12	-1	-136	11	-1	-1	-8	i	-4	-11
CC1(C)C2CC=C(/C=N/NC(=O)c3ccc(O)cc3)C1C2 (stereo not drawn)	1	9	8	-2	3	3	i	14	0
OCc1cccc(-c2csc(C(O)c3ccccc3)n2)c1 (stereo not drawn)	1	-1	17	-2	2	2	i	-8	-6
COC(=O)c1c(NC(=O)CC2Sc3ccc(C(F)(F)F)cc3NC2=O)sc(C)c1C (stereo not drawn)	-4	6	-1	-2	1	-1	i	-7	2
COc1ccccc1-n1c(-c2cc(-c3ccco3)[nH]n2)n[nH]c1=S	0	-12	13	-3	-2	1	i	-6	-12
CCCCCCCn1c(=N)n(CC(O)c2ccco2)c2ccccc21 (stereo not drawn)	-18	-78	24	1	3	-77	.	2	-63
CC(=O)Nc1ccc(/C(C)=N/NS(=O)(=O)c2ccc(C)cc2)cc1	-2	3	-8	-2	0	-7	i	-3	8
CCOC(=O)CCCCC(=O)c1[nH]c(=O)[nH]c1CSc1nc(C)cc(C)n1	-2	9	-13	-6	68*	0	i	0	8
C=CCN1C(=O)[C@H]2CCC=C[C@H]2[C@@H]1c1cccc(C)c1	0	22	-5	-2	0	1	i	-4	4
CCCc1ccc(OCC(=O)NNC(=S)NC(=O)c2ccco2)cc1	7	25	16	-1	1	-1	i	-5	0
COCCn1c(=O)[nH]c2cc(C(=O)N3CCN(c4ccccc4)CC3)ccc2c1=O	-2	3	15	-1	1	0	i	-5	15
Cc1nn(-c2ccccc2)c2sc(C(=O)NCCN3CCOCC3)cc12	8	-11	11	1	-3	0	.	7	9
Cc1cc(=O)oc(C)c1C(=O)NCCCN1CCN(c2ccc(F)cc2)CC1	1	-5	-4	-4	0	3	i	12	1
COc1ccc(NC(=O)CN2CCN(S(=O)(=O)c3ccc(Cl)cc3)CC2)cc1	6	17	13	-2	2	9	i	18	4
Cc1cc(C)n(CCN(C)c2nc3nonc3nc2NC2CC2)n1	3	4	3	-4	0	6	i	1	0
O=c1c2ccccc2nc(-c2ccccc2)n1Cc1ccccc1	-6	5	19	-3	2	1	i	20	-6
Cc1cc(/C=C(/C#N)c2cccc(Cl)c2)c(C)n1C	4	-28	-8	-4	-3	-2	i	-5	7
CCCOc1cccc(-c2cc(C(=O)N/N=C/c3cccnc3)c3ccccc3n2)c1	5	7	-1	-8	0	2	i	17	10
CCCCOc1ccc(C(=O)Nc2cccc(C)n2)cc1	-3	7	10	-10	-1	-8	i	9	-13
CC(=O)Nc1cccc(NC(=O)Cc2cccs2)c1	-2	-3	8	-11	1	-3	i	-5	0
O=c1c2cn[nH]c2[nH]c(=S)n1-c1ccccc1Cl	-2	21	9	0	2	2	i	-5	4
Cc1ccc2cc(CN(C)S(C)(=O)=O)c(=O)[nH]c2c1	1	-1	-7	-6	-1	6	i	-7	6
CN(C)c1ccc(C(C(=O)NCC2CCCO2)N(Cc2ccccc2)C(=O)c2snc(C(N)=O)c2N)cc1 (stereo not drawn)	-3	4	26	-1	1	0	i	1	4
COc1cccc(-n2c(C)nc3c(cnn3-c3ccc(Cl)cc3)c2=O)c1	0	0	-3	-2	0	-1	i	16	16
COc1ccc(CC(=O)N2CCCC2)c(OC)c1	-2	1	11	-2	4	2	i	-3	2
Cc1cccc(C)c1NC(=S)N/N=C1\CC2CC=CC12 (stereo not drawn)	-1	13	-1	-6	-1	2	i	-6	-6
CC(=O)Nc1cccc(NC(=O)CSc2nnnn2C(C)C)c1	4	-12	8	-3	0	1	i	-4	16
CCOc1cccc(Nc2ccc([N+](=O)[O-])cn2)c1	1	-8	15	-3	-1	3	i	22	1
Cc1cc(=O)n2c3ccccc3n(CC(O)CN3CCN(Cc4ccccc4)CC3)c2c1C#N (stereo not drawn)	-3	-12	-4	-4	1	8	i	5	-6

Brought forward from above: 2 compounds; new compounds follow.
SMILES	MT1-MMP act inh	PABP1 MLLE inh	SKN-1 inh	bovine MsrA act	Rin1 Abl inh	eLon inh	Neddylation inh	FAS-TE inh	CendR NRP1 mod
CCOc1cccc(Nc2ccc([N+](=O)[O-])cn2)c1	1	-8	15	-3	-1	3	i	22	1
Cc1cc(=O)n2c3ccccc3n(CC(O)CN3CCN(Cc4ccccc4)CC3)c2c1C#N (stereo not drawn)	-3	-12	-4	-4	1	8	i	5	-6
O=C(Nc1ccccc1)c1cc(C2CCCN(C(=O)CCc3ccccc3)C2)on1 (stereo not drawn)	1	6	-7	-3	-4	0	i	1	-2
Cc1ccc(CNC(=O)C2CCN(S(=O)(=O)c3cnc[nH]3)CC2)cc1	5	-6	-6	-8	1	-8	i	-12	7
CC(=O)N1CCN(Cc2nc3cc(NC(=O)c4ccc(F)cc4)ccc3n2C)CC1	6	-8	7	-4	3	-2	i	-3	1
c1ccc(-c2nc(C3CCCCC3)c3ccccc3n2)cc1	0	2	31	0	-1	-16	i	20	3
CCc1nc2ccc(C(=O)N3CCN(c4ccccc4F)CC3)cc2nc1CC	2	-1	10	-1	1	-10	i	12	-6
O=C(O)C1CCCCC1C(=O)NCCc1ccccc1 (stereo not drawn)	5	2	1	-7	2	5	i	-4	6
CC(=O)Nc1ccc(NC(=O)c2csc([C@@H]3C[C@H](O)[C@@H](CO)O3)n2)cc1	-1	1	3	-3	0	-14	i	-13	-8
C(=N\N=C\c1ccccc1)/c1ccccc1	1	6	35	-2	1	-1	i	2	13
COC(=O)/C(N=Nc1c(C)n(C)n(-c2ccccc2)c1=O)=C(\C)O	-2	7	1	-5	1	3	i	-3	-2
COC(=O)C1C(O)=CC(=O)CC1C (stereo not drawn)	1	-3	-10	-9	-6	-9	i	-7	3
CCOC(=O)NC1(Nc2ccc(C)cc2)Oc2ccccc2O1	3	-6	5	-5	-2	6	i	-7	-1
Cc1ccc2nc(-c3ccccc3)cn2c1	-1	-10	19	-1	-2	3	+	-8	-9
O=C(CSc1nnnn1CCCO)Nc1ccc2c(c1)OCO2	-3	12	10	-2	4	7	i	-6	-3
CC1CCN(C(=O)c2ccc(Br)c(S(=O)(=O)N3CCOCC3)c2)CC1	-1	6	10	-2	2	10	i	-3	13
O=C(Oc1c(-c2ccccc2)oc2ccccc2c1=O)c1ccccc1	0	-10	-15	-12	-2	5	i	21	6
COc1ccccc1/C=C/C(=C1/C(=O)N(c2ccccc2)N=C1C)c1ccc(C)cc1	2	0	3	-1	-1	0	i	-6	3
CCCC(=O)Nc1nnc(C2CCCO2)s1 (stereo not drawn)	1	10	-3	-3	-2	-5	i	-6	-13
Cc1cccc(C)c1NC(=O)c1ccc(-n2cncn2)nc1	-3	-1	0	-1	3	-5	i	-3	16
CN(Cc1ccccc1)C(=O)c1ccc(NC(=O)Cc2cccc(NC(=O)C3CCN(C(=O)C4CCC4)CC3)c2)cc1	-1	15	-14	2	1	-2	i	-2	0
CC(C)(CC(=O)O)Cc1nc(-c2ccc(Cl)cc2)no1	0	7	2	1	-1	-2	i	-5	2

Record cards (already shown):
Shown for Cc1cccc(C)c1NC(=O)c1ccc(-n2cncn2)nc1 = MT1-MMP act inh: -3; PABP1 MLLE inh: -1; SKN-1 inh: 0; bovine MsrA act: -1; Rin1 Abl inh: 3; eLon inh: -5; Neddylation inh: i; FAS-TE inh: -3; CendR NRP1 mod: 16
Shown for CC(C)(CC(=O)O)Cc1nc(-c2ccc(Cl)cc2)no1 = MT1-MMP act inh: 0; PABP1 MLLE inh: 7; SKN-1 inh: 2; bovine MsrA act: 1; Rin1 Abl inh: -1; eLon inh: -2; Neddylation inh: i; FAS-TE inh: -5; CendR NRP1 mod: 2

Assay outcomes (PubChem BioAssay)
